Rv3671c inh = inhibitors of M. tuberculosis serine protease Rv3671c; inhibition, % at 5.96 µM; 320,000 tested, 0.048% active; AID 2606; in the data active = inhibition above about 38%;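 also: extracellular domain of Rv3671c used as enzyme; 0% = enzyme with DMSO and 100% = no enzyme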
PfHsp40 rescue = compounds rescuing yeast from Plasmodium falciparum HSP40 toxicity. S. cerevisiae expressing PfHsp40, growth rescue, ATP luminescence. growth rescue, % at 12.5 µM. 340,000 tested, 0.68% active; in the data active = growth rescue above about 28%, passing the limit was not always enough;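 also: yeast W303a lacking pdr1 and pdr3 grown in galactose medium; growth measured after three days at 30 °C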
3CLpro inhibitor = SARS-CoV 3CLpro protease inhibition. P0C6X7. recombinant SARS-CoV 3CLpro, quenched FRET peptide cleavage. inhibition, % at 6 µM. 290,000 tested, 0.14% active. AID 1706; in the data active = inhibition above about 12%
DUSP3 inh = blocks human VHR1 dual specificity phosphatase; P51452; recombinant VHR phosphatase, pNPP absorbance; inhibition, % at 13.3 µM; 290,000 tested, 0.52% active; in the data active = inhibition above about 50%; also: some compounds called inactive have numbers as strong as hits
Target sequence (P51452 whole entry, looked up): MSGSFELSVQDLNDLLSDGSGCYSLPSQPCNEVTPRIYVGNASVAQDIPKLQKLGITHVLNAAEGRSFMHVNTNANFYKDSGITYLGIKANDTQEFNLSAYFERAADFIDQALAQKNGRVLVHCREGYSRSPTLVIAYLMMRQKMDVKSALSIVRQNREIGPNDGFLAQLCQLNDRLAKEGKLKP
TcdB inh = blocks C. difficile toxin B glycohydrolase activity. TcdB glycohydrolase enzymatic assay, plate reader. P18177. 350,000 tested, 0.24% active. inhibition, % at 9.99 µM; in the data active = inhibition above about 10%
Yp Topo-I inh = blocks Yersinia pestis topoisomerase I activity; activity, % at 10 µM; Y. pestis Topo-I cleavage product accumulation, plate reader; AID 504884; 360,000 tested, 0.064% active; in the data active = activity above about 50%, passing the limit was not always enough; also: inactives centre near 2
Vc quorum ag = induces V. cholerae light production without autoinducers; V. cholerae BH1578 lux reporter, luminescence, 6 h; activation, % at 18.7 µM; 350,000 tested, 0.16% active; AID 588436; in the data active = activation mostly above about 9.7%, no sharp cut-off; also: not every result past the cut was called active; inactives centre near 0; reference of the scale not given here
SSB-PriA inh = inhibitors of Klebsiella pneumoniae PriA binding to SSB C-terminal tail. 430,000 tested, 0.6% active. AID 1272365. inhibition, % at 33 µM. AlphaScreen SSBct-PriA binding, biotinylated peptide; in the data active = inhibition mostly above about 37%, no sharp cut-off; inactive = mostly below about 20%;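 also: plate controls were negative control peptide for no effect and reference peptide for full effect; strong numbers were not always called active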
Anthrax LF inh2 = anthrax lethal factor protease inhibition; P15917; multiplex microsphere protease cleavage assay, LF; inhibition, % at 10 µM; 360,000 tested, 0.12% active; in the data active = inhibition above about 30%; also: plate controls were buffer without enzyme for full effect and enzyme alone for no effect
Target sequence (P15917 whole entry, looked up): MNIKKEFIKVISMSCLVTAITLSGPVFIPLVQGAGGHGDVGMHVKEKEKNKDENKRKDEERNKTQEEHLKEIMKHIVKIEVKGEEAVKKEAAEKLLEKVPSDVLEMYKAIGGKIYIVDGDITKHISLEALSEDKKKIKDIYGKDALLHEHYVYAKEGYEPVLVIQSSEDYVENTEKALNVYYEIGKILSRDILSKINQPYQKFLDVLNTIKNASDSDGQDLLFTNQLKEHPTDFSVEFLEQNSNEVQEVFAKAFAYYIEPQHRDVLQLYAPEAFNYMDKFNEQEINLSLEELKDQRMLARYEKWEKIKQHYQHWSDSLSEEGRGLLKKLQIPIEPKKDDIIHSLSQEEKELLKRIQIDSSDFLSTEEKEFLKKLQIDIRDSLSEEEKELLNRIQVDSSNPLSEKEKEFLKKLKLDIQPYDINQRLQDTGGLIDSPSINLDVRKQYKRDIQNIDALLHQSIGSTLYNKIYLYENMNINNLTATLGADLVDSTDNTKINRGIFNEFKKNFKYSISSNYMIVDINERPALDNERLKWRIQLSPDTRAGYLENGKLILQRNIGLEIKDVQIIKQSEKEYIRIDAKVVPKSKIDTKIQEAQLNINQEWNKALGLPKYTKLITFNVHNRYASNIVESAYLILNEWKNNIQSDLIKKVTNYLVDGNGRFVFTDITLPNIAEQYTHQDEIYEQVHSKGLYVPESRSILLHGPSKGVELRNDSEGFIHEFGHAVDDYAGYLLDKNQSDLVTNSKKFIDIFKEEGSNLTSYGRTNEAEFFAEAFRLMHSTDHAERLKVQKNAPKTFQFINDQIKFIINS
MazF activator = increases E. coli MazEF RNase cleavage of RNA | P0AE70 | FAM/BHQ RNA-DNA oligo cleavage fluorescence, 5 h | activation, % at 20 µM | 350,000 tested, 0.32% active; in the data active = activation above about 50%
Target sequence (P0AE70 whole entry, looked up): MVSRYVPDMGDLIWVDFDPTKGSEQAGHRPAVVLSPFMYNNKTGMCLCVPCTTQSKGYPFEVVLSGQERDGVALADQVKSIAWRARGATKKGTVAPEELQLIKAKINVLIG
* = called active by the depositor; i = inactive; · = no result given; & = joins results of further samples.

SMILES	Rv3671c inh	PfHsp40 rescue	3CLpro inhibitor	DUSP3 inh	TcdB inh	Yp Topo-I inh	Vc quorum ag	SSB-PriA inh	Anthrax LF inh2	MazF activator
O=C(Nc1cc(Cl)ccc1Cl)C1Cc2ccccc2O/C1=N\O (centres undefined)	·	0.5	2	-16	0.2	-12	-7.7	·	-11	4
COc1ccc(N(CC(=O)Nc2ccc3c(c2)OCO3)S(=O)(=O)c2ccccc2)cc1	-1	0.2	2	-21	0.5	-1	-0.4	-9	0	3
O=C(O)c1cccc(-n2c(/C=C/c3ccccc3)nc3ccccc3c2=O)c1	-15	0.6	-7	21	0.0	-7	-0.6	7	-2	-13
COc1ccc(-c2csc(-c3ccc(O)cc3)n2)cc1	2	1.3	1	-3	1.6	-6	i	-7	-2	-25
Cc1cccc(C(=O)NC2CC3CCCC(C2)N3C(=O)Nc2ccccc2)c1 (centres undefined)	6	-1.3	5	14	-7.7	-5	-0.4	-18	0	-4
Cc1cc(C(=O)OCC(=O)NCc2ccccc2)c2ccccc2n1	10	1.1	·	·	1.4	-4	-0.9	-20	-2	1
NC(=O)c1c(NC(=O)c2ccc(F)cc2Cl)sc2c1CCC2	-7	-1.0	-1	-19	0.1	5	2.3	8	7	9
O=C(CCCCCNC(=O)N1CCn2c1nc1ccccc12)NCc1ccc(Cl)cc1	2	2.3	-5	34	0.0	33	-0.4	-1	0	4
Cc1cccc(N2CCN(CC(O)COCc3cccs3)CC2)c1C (centres undefined)	9	-0.5	2	18	·	27	-0.4	-9	-1	-1
Cc1ccccc1Nc1cc(=O)oc2ccccc12	4	0.0	1	2	·	2	i	2	1	-3
COc1ccc(CN2C(=O)c3cccnc3C2=O)cc1S(=O)(=O)N1CCCC(C)C1 (centres undefined)	3	-0.1	3	-8	1.3	-1	1.1	0	2	3
CCN(CC)CCCN=C(C)C1=C(O)c2ccccc2C1=O	11	·	0	1	1.2	2	i	2	-10	12
O=C(c1ccccc1)N1CCN(c2n[nH]c(=O)[nH]c2=O)CC1	-3	1.4	1	19	-4.1	3	i	-23	0	8
c1ccc(-c2ccccc2OCCCN2CCCCCC2)cc1	0	1.1	3	30	1.5	7	i	10	-2	8
COC(=O)Cn1c(C)nc(=O)c(-c2ccccc2)c1C	-4	-0.2	1	26	·	-5	i	-7	7	-3
CCC(C)c1ccc(NC(=O)c2c([N+](=O)[O-])cnn2CC)cc1 (centres undefined)	·	1.8	-2	11	0.5	1	i	6	3	-2
Cc1ccc(N2C(=O)c3cccc4c(C(=O)O)ccc(c34)C2=O)cc1	11	·	3	48	3.8	·	·	·	·	·
CCc1cc(=O)oc2cc(OCC(=O)NCc3ccccn3)ccc12	9	0.0	3	4	-0.7	-2	i	-5	-2	14
Cc1cc(C)c(C(=O)Nc2ccc(S(=O)(=O)Nc3onc(C)c3C)cc2)c(C)c1	-2	0.6	0	19	1.2	-2	-0.2	-8	-9	7
COCCn1c(N)c(C(=S)NC(=O)c2cccs2)c(=O)[nH]c1=O	9	-0.3	-4	-3	0.3	2	i	-8	2	-19
Cc1ccc(NC(=O)CN(C)C(=O)Cc2coc3cc(C)c(C)cc23)cc1	·	-0.6	·	·	0.0	-3	-0.3	-7	-3	4
Cc1cc(SCC(=O)Nc2ncc(Cl)cc2Cl)nc2ccccc12	-11	2.8	-7	24	·	10	i	4	3	8
CN(C)c1ccc(NC(=O)N2CCOCC2)cc1	-11	0.7	-2	4	·	-1	2.0	13	-9	8
COc1ccc(N2CCN(C(=O)c3ccc(Cn4c(=S)[nH]c5ccc(N6CCOCC6)cc5c4=O)cc3)CC2)cc1	2	2.1	3	0	2.1	22	-0.1	1	-7	-7
C=CC(=O)Oc1ccc(N2Cc3ccccc3C2=O)cc1	3	·	·	·	·	8	-1.1	-14	·	1

As entered above.
DUSP3 inh with Cc1ccccc1Nc1cc(=O)oc2ccccc12 : 2
DUSP3 inh with Cc1ccc(N2C(=O)c3cccc4c(C(=O)O)ccc(c34)C2=O)cc1 : 48
MazF activator with O=C(O)c1cccc(-n2c(/C=C/c3ccccc3)nc3ccccc3c2=O)c1 : -13
Yp Topo-I inh with COc1ccc(-c2csc(-c3ccc(O)cc3)n2)cc1 : -6
DUSP3 inh with Cc1cc(C)c(C(=O)Nc2ccc(S(=O)(=O)Nc3onc(C)c3C)cc2)c(C)c1 : 19
Vc quorum ag with O=C(Nc1cc(Cl)ccc1Cl)C1Cc2ccccc2O/C1=N\O (centres undefined) : -7.7

4 compounds already listed, sorted by heavy-atom count, falling:
SMILES	Rv3671c inh	PfHsp40 rescue	3CLpro inhibitor	DUSP3 inh	TcdB inh	Yp Topo-I inh	Vc quorum ag	SSB-PriA inh	Anthrax LF inh2	MazF activator
COc1ccc(N(CC(=O)Nc2ccc3c(c2)OCO3)S(=O)(=O)c2ccccc2)cc1	-1	0.2	2	-21	0.5	-1	-0.4	-9	0	3
Cc1cc(C)c(C(=O)Nc2ccc(S(=O)(=O)Nc3onc(C)c3C)cc2)c(C)c1	-2	0.6	0	19	1.2	-2	-0.2	-8	-9	7
O=C(O)c1cccc(-n2c(/C=C/c3ccccc3)nc3ccccc3c2=O)c1	-15	0.6	-7	21	0.0	-7	-0.6	7	-2	-13
CCN(CC)CCCN=C(C)C1=C(O)c2ccccc2C1=O	11	·	0	1	1.2	2	i	2	-10	12

More compounds.
SMILES	Rv3671c inh	PfHsp40 rescue	3CLpro inhibitor	DUSP3 inh	TcdB inh	Yp Topo-I inh	Vc quorum ag	SSB-PriA inh	Anthrax LF inh2	MazF activator
Cn1c(SCC2CCCO2)nnc1-c1ccc([N+](=O)[O-])cc1 (centres undefined)	-3	-1.1	-4	9	·	7	-0.4	-7	-2	0
Cc1cccc(NC(=O)N2CCCc3ccccc32)c1C	·	-0.8	2	23	0.8	4	i	2	-1	0
CN(C)/C(=C\C(=O)c1ccccc1)C(=O)c1ccccc1	·	-1.0	·	·	-1.1	5	i	1	-1	10
CCCOC(=O)Nc1ccc(S(=O)(=O)Nn2cnnc2)cc1	2	-1.0	-2	17	·	-8	i	-4	-1	4
COc1ccc(NC(=O)c2cc(S(=O)(=O)Nc3ccc(OC)cc3)cs2)cc1	4	-0.6	7	-11	1.2	-6	-0.3	2	-6	6
COCCCn1c(N)c(C(=O)NCCC(C)C)c2nc3ccccc3nc21	-4	4.4	5	17	·	32	-0.3	-34	5	-9
C=CCn1c(SCC(=O)NCCC2=CCCCC2)nc2ccc(Cl)cc2c1=O	-4	-0.3	1	38	·	-8	-0.3	4	-4	2
CCOc1ccc(C2C(C(=O)OC)=C(C)N=C3SCCC(=O)N32)cc1OCC (centres undefined)	5	-0.4	1	18	·	4	i	2	0	3
Cc1ccc(-c2ccc(=O)n(CCC(=O)N3CCN(c4cccc(C)c4)C(C)C3)n2)cc1 (centres undefined)	8	-0.6	4	20	2.4	15	-5.6	5	-8	1
N#CC(C#N)=NNc1ccc(S(N)(=O)=O)cc1	3	-0.1	-1	11	0.7	-17	-0.4	25	-14	15
CC(=O)c1ccc(OCCCC(=O)Nc2cccc(S(=O)(=O)N3CCCCC3)c2)cc1	-6	-0.1	·	·	0.5	32	-2.0	5	-7	6
COC(=O)C1=C(CSc2nncn2C)NC(=O)NC1c1ccc(F)cc1 (centres undefined)	-1	0.0	2	34	·	4	-0.4	-10	-1	3
CC1Cc2cc(/C(O)=C3/C(=O)C(=O)N(CCN4CCOCC4)C3c3ccc(C(C)C)cc3)ccc2O1 (centres undefined)	4	0.8	1	0	-0.8	8	-0.9	·	·	-15
COc1ccc(-c2c(C)n([O-])c3c([n+]2=O)CCCC3)c(OC)c1	-5	-0.5	-5	-19	0.9	1	i	2	-4	7
COc1ccccc1C(=O)COC(=O)CNS(=O)(=O)c1ccc(C)c(C)c1	-7	1.0	·	·	-1.2	7	i	4	·	-3
Cc1ccc(NC(=O)CN2C(=O)CSC2=O)cc1	-2	-0.1	-3	0	·	-9	1.0	-1	-1	0
NC(=O)c1sc2nc(-c3cccnc3)ccc2c1N	-3	·	-6	9	1.6	-7	i	-5	-4	19
CC(C)CCNC(=O)CN(C(=O)Cn1nnc(-c2ccccc2F)n1)c1cccc2c1CCCC2	-11	-1.3	5	-2	·	-1	2.5	-12	-10	7
Cc1ccc(/C=C2\S/C(=N/S(=O)(=O)c3cccs3)NC2=O)cc1	-9	8.0	9	-7	-1.2	3	i	·	-8	-7
COCCCNC(=S)N1CCN(c2ccccc2)CC1	11	-0.1	0	5	1.1	-10	i	-4	-4	13
COCCNC(=O)C(c1ccc(F)cc1)N(Cc1ccccc1)C(=O)CCC(=O)Nc1nccs1 (centres undefined)	-4	0.6	-7	48	1.2	21	-0.2	-1	-1	6
COc1ccc2oc(=O)c(C(=O)N3CCN(c4ccccc4)CC3)cc2c1	-8	-0.7	6	25	0.2&-0.7	8	i	4	0	1
O=C1c2ccccc2S(=O)(=O)N1CC1CC(c2ccccc2)=NO1 (centres undefined)	5	0.6	2	8	·	6	-0.5	-4	2	1
COc1ccccc1C(=O)COC(=O)C(CCSC)NC(=O)COc1ccccc1 (centres undefined)	-6	-0.5	·	·	3.5	28	i	4	4	-2
CCCCCCC(=O)Nc1nc(C)c(-c2csc(Nc3cc(OC)ccc3OC)n2)s1	18	0.3	5	127	0.3	-23	-6.7	22	-5	-1

Remaining list, next part
SMILES	Rv3671c inh	PfHsp40 rescue	3CLpro inhibitor	DUSP3 inh	TcdB inh	Yp Topo-I inh	Vc quorum ag	SSB-PriA inh	Anthrax LF inh2	MazF activator
COc1ccc(-c2nnc3n(CCc4ccccc4)c(=O)c4ccccc4n23)cc1OC	6	1.9	2	14	·	14	-0.3	-14	-2	1
Cc1cccc(NC(=O)c2ccco2)c1C(=O)O	5	·	1	-5	-0.1	11	i	-5	6	5
COC(=O)c1ccsc1NC(=O)CSc1nnnn1-c1ccccc1SC	-13	-1.7	2	-10	·	-2	-0.2	-12	-1	8
CC(=O)Nc1ccc(S(=O)(=O)NNC(=O)c2cccc([N+](=O)[O-])c2)cc1	·	0.2	-2	5	-0.5	12	1.8	-12	5	10
CC(C)(C)C(=O)NC(=S)NNC(=O)c1ccc(-c2ccccc2)cc1	5	-1.3	2	23	·	7	-3.3	-13	1	-7
COc1cc(CN2CCc3c([nH]c4ccccc34)C2)cc(OC)c1	-2	0.1	1	4	0.7	-3	i	10	2	-5
N#CCCn1c(SCC(=O)N2CCN(S(=O)(=O)c3ccccc3)CC2)nc2ccccc21	7	0.1	-4	29	·	-3	·	-12	-2	25
CCCCn1c(=O)[nH]c(=O)c2c1nc(-c1ccc(OCCC)c(OCC)c1)n2C	-10	-0.8	2	0	0.1	-6	0.5	2	1	-21
Cc1cc2ccccc2n1CCNC(=O)Cc1cccc2ccccc12	2	0.6	1	-15	3.1	21	-0.3	34	-124	11
COC(=O)c1sccc1NC(=O)c1ccc(C(C)C)cc1	-8	-0.5	-4	21	0.9	-7	0.0	-8	-3	-1
Cc1oc(-c2cccs2)nc1CN1CCN(CCC(C)C)C(CCO)C1 (centres undefined)	-6	0.0	0	13	-0.2	-8	-0.2	0	0	1
CCOC(=O)C1=C(COC(=O)[C@H](C)NS(=O)(=O)c2ccccc2F)NC(=O)NC1C (some centres undefined)	-1	-0.2	·	·	2.0	2	0.5	-9	-4	4
CC1CCCN(CCCNC(=O)c2ccc(NC(=O)C3=CSCCO3)cc2)C1 (centres undefined)	7	0.1	0	2	0.5	-6	i	-7	2	7
O=C(O)c1cccc(COCC(F)(F)C(F)F)c1	0	0.7	1	18	·	-6	-0.4	-5	-1	1
COCC1CCCCN1Cc1cn[nH]c1-c1ccc2cc(OC)ccc2c1 (centres undefined)	-9	-0.1	0	12	0.6	5	-0.3	2	-1	1
CCOC(=O)[C@H]1[C@H]2COc3ccc(Br)cc3[C@@H]2N2C(=O)CN(Cc3ccc(F)cc3)C(=O)[C@@]12C	1	0.6	·	·	1.5	24	-0.8	-31	-1	1
CC1(C)Cc2nc3sc(C(=O)NCCCO)c(N)c3cc2CO1	-3	-0.4	0	-17	1.4	-4	-1.1	2	-52	1
Cc1cccc[n+]1C1C(c2ccc([N+](=O)[O-])cc2)C(C#N)=C(C(=C=[N-])C#N)NC1(O)C1CC1 (centres undefined)	11	-0.4	4	9	4.4	1	-0.3	-2	-1	29

Bioassay records: PubChem, several laboratories

Some of the compounds tested; the hit share may differ from the screen's.
